Wee1 degr inh: inhibitors of human Wee1 degradation; HeLa Luc-Wee1K328M stability, luciferase luminescence; 100% = proteasome inhibitor MG132 effect; AID 1321; hit rate 1.2% among 220,000; reporter increase, % at 5 µM;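 active = activation above the mean of all tested compounds plus 3 SD, set per screening run, cut at about 8.8% in these data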;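 note: cells exposed to compound for 20 h before luminescence read; 0% = DMSO alone and 100% = MG132 at 30 µM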
Rad51 HR inh: Rad51 (human) homologous recombination inhibition. Q06609. inhibition, % at 10 µM. hit rate 0.085% among 200,000. hRad51 DNA strand exchange, fluorescence dequenching;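 active = inhibition above 40% at the single screening dose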;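 note: 0% = DMSO control wells and 100% = blanks with heterologous ssDNA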
Target sequence (Q06609 whole entry, looked up): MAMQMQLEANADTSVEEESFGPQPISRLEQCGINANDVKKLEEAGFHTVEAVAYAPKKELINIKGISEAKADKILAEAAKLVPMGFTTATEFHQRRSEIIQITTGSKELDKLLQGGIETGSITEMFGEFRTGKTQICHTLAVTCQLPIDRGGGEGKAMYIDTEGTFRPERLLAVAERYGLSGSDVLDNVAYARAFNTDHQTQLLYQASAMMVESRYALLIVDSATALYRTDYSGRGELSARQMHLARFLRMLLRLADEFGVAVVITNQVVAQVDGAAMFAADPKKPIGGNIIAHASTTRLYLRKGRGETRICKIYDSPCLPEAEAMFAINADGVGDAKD
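Test system: preformed human Rad51 ssDNA filaments. Compound dosing: single dose, 10 µM final compound. Incubation: filaments 15 min 37 °C, then compound 30 min. Technique: FRET fluorescence dequenching, excitation 485 nm, emission 520 nm. Read-out basis: percent inhibition from fluorescence, normalised to plate control and blank means. Benchmarks: plate controls and plate blanks.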
FXIIa inh: blocks human coagulation factor XIIa protease activity; hit rate 0.3% among 220,000; AID 800; P00748; inhibition, % at 5 µM; purified FXIIa, Boc-QGR-AMC fluorogenic substrate, 2 h; in the data active = inhibition above about 40%;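 note: 0% = enzyme with no compound and 100% = blank without enzyme; many of its hits are not listed in these tables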
KLK5 inh: kallikrein 5 (human) inhibition; Q9Y337; recombinant hK5, fluorogenic AMC substrate cleavage; inhibition, % at 5 µM; hit rate 0.59% among 210,000;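 active = inhibition of 40% or more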;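 note: 0% = enzyme controls without compound and 100% = no-enzyme blanks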
Target sequence (Q9Y337 67-293 limits assumed): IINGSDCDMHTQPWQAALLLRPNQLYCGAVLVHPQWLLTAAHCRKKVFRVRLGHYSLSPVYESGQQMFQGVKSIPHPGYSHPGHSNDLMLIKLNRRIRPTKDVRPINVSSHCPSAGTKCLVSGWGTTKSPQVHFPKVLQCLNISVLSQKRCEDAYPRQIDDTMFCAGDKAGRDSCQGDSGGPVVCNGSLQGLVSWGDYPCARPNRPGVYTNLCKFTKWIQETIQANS
14-3-3 Bad PPI: disrupts binding of bovine 14-3-3 zeta to phospho-Bad peptide | P63103 | TR-FRET 14-3-3zeta/Dy647-pBad peptide displacement, 1 h | inhibition, % at 21.7 µM | hit rate 0.71% among 220,000 | AID 781;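 active = inhibition above about 70%, limit read from the data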;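 note: 0% = full 14-3-3 plus peptide FRET controls and 100% = background without 14-3-3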
Target sequence (P63103 whole entry, looked up): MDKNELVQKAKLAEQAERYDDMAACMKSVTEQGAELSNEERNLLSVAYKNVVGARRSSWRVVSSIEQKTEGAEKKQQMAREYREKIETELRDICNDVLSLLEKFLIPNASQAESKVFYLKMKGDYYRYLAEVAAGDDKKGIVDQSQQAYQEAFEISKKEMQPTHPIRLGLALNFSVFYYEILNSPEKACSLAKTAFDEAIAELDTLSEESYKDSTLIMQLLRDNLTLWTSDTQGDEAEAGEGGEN
eIF4E-4G inh: eIF4E/eIF4G interaction inhibition in translation initiation; P63073+Q04637; TR-FRET eIF4E-eIF4GI(517-606) binding, 2 h; inhibition, % at 21.7 µM; hit rate 0.37% among 220,000; AID 782;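 active = inhibition above about 30%, limit read from the data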;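 note: 0% = full FRET control wells and 100% = background wells lacking eIF4GI fragment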
MDM2 E3 inh: inhibitors of human Mdm2 E3 ubiquitin ligase | Q00987 | cell-based MDM2 ubiquitination luciferase reporter, 2 h; 0 = plate control, 100 = twice control, blank-subtracted | signal enhancement, % at 5 µM | hit rate 0.11% among 210,000 | AID 1230;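 active = signal enhancement of 30% or more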;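 note: luminescence tracks abundance of the self-degrading MDM2-luciferase fusion protein; higher signal means inhibition of MDM2 E3 ligase activity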
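Material: stable MDM2–luciferase fusion reporter cells / Quantity: 2000 cells/well / Dosing: single 5 µM compound dose, 0.2% final DMSO / Buffer or medium: DMEM / Schedule: 4 h cell settling then 2 h compound exposure, 37 °C / Detection: luminescence with SteadyLite reagent, 15 min at room temperature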
p97 ATPase inh: inhibitors of human p97 ATPase; P55072; recombinant p97 ATPase, Kinase-Glo ATP luminescence, 3 h; inhibition, % at 8 µM; hit rate 0.42% among 220,000; AID 1481; in the data active = inhibition above about 15%;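 note: 0% = DMSO vehicle and 100% = wells lacking enzyme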
FXIa inh: inhibitors of human coagulation factor XIa; inhibition, % at 5 µM; AID 798; hit rate 0.14% among 220,000; purified FXIa, Boc-Glu-Ala-Arg-AMC fluorogenic substrate;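 active = inhibition of at least 40%; inactive = inhibition below 40%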;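 note: fluorescence of freed AMC excited at 355 nm; 0% = enzyme without compound and 100% = no enzyme blank; many of its hits are not listed in these tables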
* hit, by the source's call; . = not tested or not shown; [ ] = dose if it differs, or a comment.

Every second line gives: MDM2 E3 inh, FXIa inh, KLK5 inh, eIF4E-4G inh, Rad51 HR inh, Wee1 degr inh, p97 ATPase inh, 14-3-3 Bad PPI, FXIIa inh
> COc1cc(OC)c2ccc(=O)oc2c1C(CCN1CCCC(C)C1)c1ccc(N(C)C)cc1 (configuration not stated)
→ -10, 3, 2, 4, -9, ., ., -4, 13
> CCN(CC)C(=O)CSc1nnc2nnc3cc(OC)ccc3n12
→ -14, -4, 1, 4, -44, -1, 2, 1, 5
> CC(C)[C@H](NC(=O)c1ccccc1)C(=O)O
→ 2, 2, -9, 4, -6, 1, -4, -6, 7
> CN1CCC(N(C)C(=O)c2sc3cc(F)ccc3c2Cl)CC1
→ -7, 0, 3, 2, -9, -1, 0, 1, 9
> O=C(NCc1ccccn1)Nc1cccc(Cl)c1
→ -23, 18, -17, 1, -6, 1, 5, -2[fluorescence artefact?], 20
> c1ccc2sc(NCC3CCCO3)nc2c1 (configuration not stated)
→ -11, -2, 11, 4, -22, 9.4*, 2, -9, 0
> NS(=O)(=O)c1ccc(NC(=S)Nc2cc(Cl)c(Cl)cc2Cl)cc1
→ -1, -2, -16, 5[fluorescence artefact?], 3, -1, 5, -23[fluorescence artefact?], 6
> C=CCn1c(SCC(=O)Nc2cccc3ccccc23)nnc1-c1cnccn1
→ -15, -8, 2, -1, -6, 2, -5, -16, 1
> CCCCOC(=O)c1ccc(NC(=O)CSC2=Nc3ccccc3C3CC=NN23)cc1 (configuration not stated)
→ -15, -3, 20, -7, 1, -2, 4, -14, 10
> Fc1ccc(Nc2c(-c3ccco3)nc3ccccn23)cc1
→ 3, -3, -28, 2, 4, -1, 3, -17[fluorescence artefact?], -11
> Cc1noc(C)c1COC(=O)c1cccnc1Cl
→ 9, 0, -2, 3, 0, -4, 3, -4, 8
> CCOC(=O)c1cccc(NC(=O)c2cnccn2)c1
→ -41, -3, -8, 2, 4, 0, 4, 3, 28
> O=C(COc1ccccc1)NCCSc1ccccc1
→ -8, 3, -18, -13, -5, 2, 13, -1, 16
> COc1ccc(C2NCCc3sccc32)cc1 (configuration not stated)
→ -17, 4, 17, 5, -22, 4, -4, -7, 25
> COc1ccc2c(Cl)c(C(N)=O)sc2c1
→ -25, 13, -18, -6, -2, -1, 5, -8, 26
> COCCNC(=O)C(c1ccco1)N(C(=O)Cn1nnc2ccccc21)c1cccc(C)c1C (configuration not stated)
→ 7, 4, 0, 5, 1, -1, -3, -7, 1
> Cc1noc(C)c1COC(=O)C1CCN(C(=O)c2ccc(Cl)cc2)CC1
→ -8, -4, -6, 1, ., 0, -1, -4, 4
> Cc1cccc(OCC(=O)Nc2ccc(C(=O)c3ccc(C(=O)O)cc3)cc2)c1
→ -5, 2, 5, 8, -6, -3, 2, -1, 9
> CCO[C@@H]1OC(C(=O)N2CCN(Cc3ccc4c(c3)OCO4)CC2)=C[C@H](C)[C@H]1CCCO
→ ., -4, -5, 4, 6, 1, -5, -3, -1
> CCSc1nc2sc3c(c2c(=O)n1CC)CC(C)(C)OC3
→ -18, 0, -3, 3, -8, -3, -5, 0, 8
> O=C(COc1ccccc1-c1ccccc1)NCc1cccc(Cl)c1
→ -18, 3, -1, -2, 7, -3, -8, 7[fluorescence artefact?], 7
> Cc1onc(-c2ccccc2)c1C(=O)Nc1ccccc1N1CCOCC1
→ -12, 2, 5, -4, -7, -2, 2, 11, 14
> O=S(=O)(Nc1ccc2c(c1)OCCO2)c1ccc(F)cc1
→ -7, 6, -10, 5, -1, 0, -2, 5, 17
> CCOc1ccc(Br)cc1S(=O)(=O)Nc1nc(CN2CCOCC2)nc2sc(C)c(C)c12
→ -20, 7, 4, -3, -6, -1, -10, -17, 23
> Cc1oc(C(=O)O)cc1COc1ccc2c3c(c(=O)oc2c1)CCC3
→ -16, -1, -41, 6, 1, -1, -3, -2[fluorescence artefact?], 3
> C/C=C/C(=O)Nc1cccc(C(F)(F)F)c1
→ 6, 6, -13, 3[fluorescence artefact?], 25, 2, -3, 1[fluorescence artefact?], 6
> CSCCC(Nc1ncnc2ccc(Br)cc12)C(=O)O (configuration not stated)
→ -38, 2, -6, -2, 3, -2, -1, -5, 7
> CCCCn1nnnc1SCC(=O)Nc1sc2c(c1C#N)CCCC2
→ -20, 20, 3, -14, -10, 1, -6, 2, 29
> Brc1ccc(-c2nnc3sc(CN4CCN(c5ccccc5)CC4)cn23)cc1
→ -11, 1, -10, -18[fluorescence artefact?], 1, -1, 5, -10[fluorescence artefact?], -6
> O=C1NC(=S)S/C1=C\c1ccc(SCc2ccccc2)o1
→ -11, 8, -66, 19, -26, -2, 11, -6, 8

The final 2 compounds of the part above lead into the next:
Every second line gives: MDM2 E3 inh, FXIa inh, KLK5 inh, eIF4E-4G inh, Rad51 HR inh, Wee1 degr inh, p97 ATPase inh, 14-3-3 Bad PPI, FXIIa inh
> Brc1ccc(-c2nnc3sc(CN4CCN(c5ccccc5)CC4)cn23)cc1
→ -11, 1, -10, -18[fluorescence artefact?], 1, -1, 5, -10[fluorescence artefact?], -6
> O=C1NC(=S)S/C1=C\c1ccc(SCc2ccccc2)o1
→ -11, 8, -66, 19, -26, -2, 11, -6, 8
> CCOC(=O)c1ccc(NC(=O)CSc2ncccn2)cc1
→ -13, 1, -24, -3[fluorescence artefact?], -10, 1, 1, -2[fluorescence artefact?], 10
> Cc1onc(-c2ccccc2Cl)c1C(=O)Nc1ncn[nH]1
→ 0, 11, -9, -33[fluorescence artefact?], 4, 3, -6, 27[fluorescence artefact?], 23
> CN1C=CC=C/C1=C1\SC(=S)N(N)C1=O
→ -14, 4, 0, 2, 3, -3, 2, 5, 9
> CCc1noc(C)c1C(=O)Nc1nc(-c2cc(C)ccc2C)c(C)s1
→ -12, -4, -2, -3, -2, 2, -1, -6, 3
> Cc1c(O)ccoc1=O
→ -13, 0, 2, 2, 2, -3, 5, 0, 8
> O=C(O)c1cnccn1
→ ., 4, -9, 3, 1, -2, 8, 42, 8
> Cn1cc(C(=O)c2ccc(Cl)cc2Cl)cc1C(=O)N/N=C(\N)COc1ccc(Cl)cc1
→ ., 2, -9, -1, 4, 0, 18*, -12, 9
> Cc1ccccc1N1C(=O)CC(Sc2nnc(-c3ccccc3)o2)C1=O (configuration not stated)
→ 25, -2, -1, 0[fluorescence artefact?], 15, 2, -5, -1, -2
> COc1ccc(OC)c(-c2c3cc(O)c(=O)cc-3oc3cc(O)c(O)cc23)c1
→ -11, 27, -69, 51*[fluorescence artefact?], -150, 0, 22*, 75*[fluorescence artefact?], 24
> COc1cc(/C=N/N=C2/NC(=O)C(CC(=O)O)S2)ccc1OCc1ccc(Cl)cc1 (configuration not stated)
→ 0, 0, -9, 1[fluorescence artefact?], -3, 0, 5, 3[fluorescence artefact?], 4
> COC(=O)C1CCN(C(=O)c2c(-c3ccccc3Cl)noc2C)CC1
→ 5, -4, 3, 3, -3, 1, -1, 2, -5
> COC(=O)c1ccccc1NC(=O)CN1CCOCC1
→ -8, -7, 22, 6, 8, -1, -3, -7, 0
> Cc1ccccc1C(=O)NNC(=O)CSc1nc(-c2ccccc2)cc(=O)[nH]1
→ -2, -2, 2, 0, -2, 0, -1, 2, 4
> COc1cc([N+](=O)[O-])cc(/C=N/NC(=O)CC#N)c1O
→ -8, 4, -3, 2, 15, -1, 5, 12, 10
> O=C(O)CSCC(=O)c1ccccc1
→ -2, 2, -7, -2, -5, -2, 7, 8, 7
> COc1cc(C2NCCc3c2[nH]c2ccccc32)ccc1OC(C)C (configuration not stated)
→ -2, -1, 0, -2, -1, -3, 5, 0, 3
> Cc1cc(/C=C(\C#N)C(=O)O)c(C)n1C1CC1
→ -14, 4, 25, -2, ., 1, -2, 4, 18
> CCSc1nnc(NC(=O)CSc2nc3c(c(=O)n2-c2ccccc2OC)SCC3)s1
→ -4, -9, -9, 1, 10, -3, 2, -6, 3
> OC(COc1ccc2ccccc2c1)CN1CCN(c2ccc(F)cc2)CC1 (configuration not stated)
→ -14, -4, -2, -4[fluorescence artefact?], 2, 3, 1, 5, 3
> O=C1CN(C(=O)COC(=O)/C=C/c2ccco2)c2ccccc2N1
→ -13, -2, 21, 10, 5, 2, 8, -12, 7
> COc1ccc(C(C(=O)NC2CCCC2)N(CC2CCCO2)C(=O)Cn2nnc(-c3ccc(C)o3)n2)cc1 (configuration not stated)
→ 6, -6, -7, 1, 7, 4, 4, 2, -2
> CS(=O)(=O)N1CCN(c2ccc(NC(=S)NC(=O)c3cccs3)cc2)CC1
→ -11, -1, ., -2, 8, -1, 4, -10, 4
> O=c1[nH]c(NCc2ccccc2)nc2c1CCCC2
→ -15, 7, -7, 7, -6, -3, 5, -2, 24
> CCc1cccc(NC(=S)Nc2ccc(CN3CCOCC3)cc2)c1
→ ., 3, ., 1, ., 1, 4, 0, 14
> COc1ccc(C(O)P(=O)(OCC(C)C)OCC(C)C)c(OC)c1 (configuration not stated)
→ -9, -6, -10, -4[fluorescence artefact?], 1, -4, -7, 6, 2
> CCOC(=O)c1ccoc1CSCc1ccc(C(=O)OC)o1
→ -32, -7, -11, 2, -2, 1, 0, 15, -9
> O=C(CN(c1ccc2c(c1)OCCO2)S(=O)(=O)c1ccccc1)N1CCN(Cc2ccccc2)CC1
→ -19, -2, ., 5, ., -1, 4, 6, 4
> COc1cc(Cl)c(S(=O)(=O)N2CCCC2)cc1Cl
→ -4, -2, 1, 1, ., -2, 3, -7, 9

Single records, as listed above.
CN1CCC(N(C)C(=O)c2sc3cc(F)ccc3c2Cl)CC1 as listed: MDM2 E3 inh: -7; FXIa inh: 0; KLK5 inh: 3; eIF4E-4G inh: 2; Rad51 HR inh: -9; Wee1 degr inh: -1; p97 ATPase inh: 0; 14-3-3 Bad PPI: 1; FXIIa inh: 9
O=C(O)c1cnccn1 as listed: MDM2 E3 inh: .; FXIa inh: 4; KLK5 inh: -9; eIF4E-4G inh: 3; Rad51 HR inh: 1; Wee1 degr inh: -2; p97 ATPase inh: 8; 14-3-3 Bad PPI: 42; FXIIa inh: 8
Cc1c(O)ccoc1=O as listed: MDM2 E3 inh: -13; FXIa inh: 0; KLK5 inh: 2; eIF4E-4G inh: 2; Rad51 HR inh: 2; Wee1 degr inh: -3; p97 ATPase inh: 5; 14-3-3 Bad PPI: 0; FXIIa inh: 8
